# Rab9 prom act: activates the Rab9 promoter | 2.8% of 320,000 active | Potency, µM (titrated, usually from 9.22 µM), without a hit: top-dose activation, negative = inhibition, most hits filed as activators | AID 485297 | Huh7 Rab9 promoter-luciferase reporter, luminescence, 24 h; further: potency means the concentration at half of the fitted maximal effect; % of control where 0% means no effect; nearly all actives have a fitted effect of over 60% in size
#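 Using Huh7 cells stably transfected with Rab9 promoter–luciferase, compounds were incubated 24 h at 37 °C, 5% CO2; luciferase luminescence was read 10 min after reagent addition.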
# FLuc counter: firefly luciferase modulation, counter-screen for miR-21 project. AID 588342. P08659. 6.9% of 360,000 active. purified FLuc, Km substrates, luminescence inhibition. Potency, µM (top dose mostly 57.5 µM), without a hit: at the top dose activity change, negative = inhibition, actives largely listed as inhibitors;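 further: potency means the concentration at half of the fitted maximal effect; plate controls were vehicle for no effect and reference inhibitor for full effect; nearly all actives have a fitted effect of over 55% in size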
# Target sequence (P08659 whole entry, looked up): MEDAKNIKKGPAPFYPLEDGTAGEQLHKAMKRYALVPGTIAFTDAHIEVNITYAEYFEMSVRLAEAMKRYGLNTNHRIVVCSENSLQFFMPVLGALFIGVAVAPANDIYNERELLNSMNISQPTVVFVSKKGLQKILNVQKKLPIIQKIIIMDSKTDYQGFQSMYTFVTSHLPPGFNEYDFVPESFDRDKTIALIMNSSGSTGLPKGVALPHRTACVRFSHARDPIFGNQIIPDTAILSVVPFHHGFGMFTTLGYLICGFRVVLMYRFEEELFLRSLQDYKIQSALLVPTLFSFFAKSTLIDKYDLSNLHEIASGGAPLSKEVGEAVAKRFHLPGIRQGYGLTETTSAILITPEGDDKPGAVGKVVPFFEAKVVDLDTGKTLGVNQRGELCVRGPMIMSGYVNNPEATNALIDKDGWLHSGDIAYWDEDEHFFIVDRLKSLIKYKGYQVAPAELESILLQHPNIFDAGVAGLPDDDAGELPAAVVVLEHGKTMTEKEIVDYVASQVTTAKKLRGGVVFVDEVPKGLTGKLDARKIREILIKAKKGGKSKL
#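 Purified P. pyralis luciferase (10nM final) with 10uM D-luciferin and 10uM ATP (Km levels) in 50mM Tris acetate pH 7.5, 10mM Mg acetate, 0.01% Tween-20, 0.05% BSA; qHTS 6-point titration, ~60 µM downward; luminescence read.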
# RORgamma inh: ROR gamma (mouse) transcription inhibition | P51450 | Drosophila S2 Gal4-RORgamma UAS-luciferase reporter, 20 h | Potency, µM (highest dose often 53.6 µM), inactives show top-dose activity change, negative = inhibition, most hits filed as inhibitors | 5.4% of 310,000 active | AID 2551; further: potency means the concentration at half of the fitted maximal effect; on the % scale 0 is the no-effect control and ±100 the full control effect; nearly all actives have a fitted effect of over 60% in size
#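 In this cell-based reporter format, copper sulfate (700 uM final) drives Gal4–ROR gamma fusion expression from a metallothionein promoter in Drosophila Schneider cells; compounds preincubated 1 hr, reporter read after 20 hr at ambient temperature.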
# MBNL1 CUG block: MBNL1-poly(CUG) RNA binding inhibition; Q9NR56; TR-FRET MBNL1-His/biotin-(CUG)12 binding, 665/545 ratio; Potency, µM (doses to about 57.5 µM), for the others: at the highest dose activity change, negative = inhibition, actives largely listed as inhibitors; 0.036% of 280,000 active; active means well fitted inhibition curve with a large enough effect in the signal ratio, with a control signal flat, not every such curve was filed as active; inconclusive means small, poorly fitted or top-dose-only effect, or effect the other way, or a change in a side signal; inactive means no such curve, though single readings can be large or run the other way; the % refers to the signal ratio; further: potency means the concentration at half of the fitted maximal effect; on the % scale 0 is the no-effect control and ±100 the full control effect
#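 MBNL1-His + Biotin-(CUG)12, cpd titration 92 nM–58 uM; Tb anti-His Ab 0.055 ng/ul, SA-XL665 5 nM (final); 60 min RT; ratiometric 665/545 nm, Ex 340 nm; normalized to buffer and full-complex controls.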
# NPC1 promoter act: activates the NPC1 promoter. 2.4% of 320,000 active. Potency, µM (highest dose often 9.22 µM), for inactives: at the highest dose activation, actives largely listed as activators. Huh7 NPC1 promoter luciferase reporter, 24 h;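 further: potency means the concentration at half of the fitted maximal effect; % of control where 0% means no effect; nearly all actives have a fitted effect of over 60% in size; reporter is driven by a mutant NPC1 promoter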
#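 Stably transfected Huh7 (NPC1 promoter→luciferase), 1500 cells/well in Opti-MEM + 10% FBS, 2 h settle, then compound 24 h at 37 °C. Luminescence after 10 min with Amplite reagent.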
# PKM2 act: increases activity of human pyruvate kinase M2 | purified PKM2, Kinase-Glo ATP luminescence, activation; response scale: 0% is enzyme alone, no compound | Potency, µM (top dose mostly 57.5 µM), inactives show top-dose activation, actives largely listed as activators | 0.34% of 260,000 active; further: potency means the concentration at half of the fitted maximal effect; on the % scale 0 is the no-effect control and ±100 the full control effect; nearly all actives have a fitted effect of over 55% in size
# Target sequence (P14618 whole entry, looked up): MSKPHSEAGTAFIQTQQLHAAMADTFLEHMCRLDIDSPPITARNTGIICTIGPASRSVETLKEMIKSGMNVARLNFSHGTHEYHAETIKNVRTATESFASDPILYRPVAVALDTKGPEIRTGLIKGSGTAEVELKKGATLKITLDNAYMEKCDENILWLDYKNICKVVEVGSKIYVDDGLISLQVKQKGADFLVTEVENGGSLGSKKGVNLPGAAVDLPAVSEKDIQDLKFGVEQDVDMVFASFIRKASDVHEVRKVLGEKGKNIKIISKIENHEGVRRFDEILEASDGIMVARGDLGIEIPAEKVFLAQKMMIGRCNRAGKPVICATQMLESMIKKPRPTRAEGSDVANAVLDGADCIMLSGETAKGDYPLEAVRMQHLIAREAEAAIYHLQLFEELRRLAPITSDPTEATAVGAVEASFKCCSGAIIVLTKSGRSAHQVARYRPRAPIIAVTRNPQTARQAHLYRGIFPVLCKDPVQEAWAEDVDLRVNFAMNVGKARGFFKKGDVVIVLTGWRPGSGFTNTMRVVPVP
#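 Purified hPK-M2 (>95% pure) converted ADP (0.1 mM final) to ATP with 0.5 mM PEP in 50 mM imidazole pH7.2, KCl, MgCl2, Tween 20, BSA; 1 h at room temperature. ATP detected by Kinase-Glo luminescence.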
# ELG1 DNA repair: blocks ELG1-dependent DNA repair in HEK293T cells; Potency, µM (top dose mostly 46.1 µM), inactives show at the highest dose activity change, negative = inhibition, actives largely listed as inhibitors; 2.3% of 330,000 active; HEK293T ELG1-luciferase reporter, luminescence, 16 h; DNA damage induced by 5-fluorouridine; further: potency means the concentration at half of the fitted maximal effect; on the % scale 0 is the no-effect control and ±100 the full control effect; nearly all actives have a fitted effect of over 55% in size
#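 Luminescence from the luciferase reporter, measured 30 min after ONE-Glo reagent at room temperature, was the read-out. Beforehand, 2,000 cells per well were exposed for 16 hr at 37 °C to 5-fluorouridine together with compound or vehicle.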
# Gal4-VP16 FLuc: counter-screen for ROR gamma inhibitors: Gal4-VP16 reporter; Drosophila S2 Gal4-VP16 UAS-luciferase, luminescence, 20 h; Potency, µM (doses to about 53.6 µM), without a hit: at the top dose activity, negative = inhibition, hits mostly inhibitors; 3.5% of 310,000 active; AID 2546;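 further: Gal4-VP16 expression switched on by copper sulfate through the metallothionein promoter; potency means the concentration at half of the fitted maximal effect; on the % scale 0 is the no-effect control and ±100 the full control effect; nearly all actives have a fitted effect of over 50% in size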
# KCNH2 3.1 inh: KCNH2 3.1 (human) potassium channel inhibition. U2OS KCNH2 3.1, thallium flux FluxOr; hits give low values. 0.95% of 340,000 active. activity change, % (tested at about 1.8 µM). AID 720553;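 active means maximum activity change below -70%; inconclusive means maximum activity change from -70% to -50%; inactive means maximum activity change above -50%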;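 further: thallium influx rate constant from kinetic fluorescence after stimulation buffer; on the % scale 0 is the no-effect control and ±100 the full control effect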
#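 Kinetic fluorescence (2 min after stimulation buffer) measures Tl+ influx through KCNH2 3.1 expressed by viral transduction in U2OS cells; the rate constant is normalized against DMSO controls serving as positive and negative references.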
# Mito fusion act: blocks mitochondrial division or promotes mitochondrial fusion | S. cerevisiae fusion-defective mutant growth rescue, CellTiterGlo 48 h | AID 485298 | 0.23% of 320,000 active | Potency, µM (doses to about 46.1 µM), for the others: at the top dose growth rescue (activation), hits mostly activators;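 further: potency means the concentration at half of the fitted maximal effect; % of control where 0% means no effect; nearly all actives have a fitted effect of over 45% in size; temperature-sensitive fusion mutants such as fzo1-1 at 37 °C on non-fermentable ethanol glycerol medium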
#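 Luminescent cell viability in 1536-well qHTS format served as the measure of rescued growth in ts fusion-mutant S. cerevisiae cultured on non-fermentable YPEG for 48 hours at 37C.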
# Menin MLL FP TR: menin-MLL binding inhibition, Texas Red mutant peptide; Potency, µM (highest dose often 61.6 µM), inactives show at the highest dose FP activity change, negative = inhibition, hits mostly inhibitors; 0.23% of 270,000 active; Menin + Texas Red MLL mutant peptide, fluorescence polarization; active means well fitted inhibition curve with a large enough effect in the polarisation, with a control signal flat, not every such curve was filed as active; inconclusive means small, poorly fitted or top-dose-only effect, or effect the other way, or a change in a side signal; inactive means no such curve, though single readings can be large or run the other way; the % refers to the polarisation; further: potency means the concentration at half of the fitted maximal effect; % of control where 0% means no effect; many of its hits are not listed in these tables
# Starred values were filed as active, the others as inactive; ? = inconclusive; · = no result given; & = joins results of further samples; [ ] = remark or other dose. Unless noted, the call rests on the fitted dose curve; in most records, active means well fitted curve in the direction sought with a large enough effect; inconclusive means small, poorly fitted or top-dose-only effect, or another doubt; inactive means no such curve, though single readings can be large; an effect the other way counts as inactive or inconclusive.
SMILES,Rab9 prom act,FLuc counter,RORgamma inh,MBNL1 CUG block,NPC1 promoter act,PKM2 act,ELG1 DNA repair,Gal4-VP16 FLuc,KCNH2 3.1 inh,Mito fusion act,Menin MLL FP TR
CN1CCc2nc(N)c(C#N)c(-c3ccccc3)c2C1,0%,3%,14%,18%,-6%,-11%,-8%,3%,-26,0%,-7%
O=C1/C(=C\c2ccc3c(c2)OCO3)N2CCC1CC2,-5%,-9%,19%,-7%,-24%,8%,1%,1%,1,-3%,0%
O=C(COc1ccccc1)N1CCN(CC2CC=CCC2)CC1 (stereo not given),6%,2%,-4%,-4%,4%,·,0%,3%,-21,13%,-29%
COc1ccc(OC)c(-n2c(O)c(C=Nc3c(C)n(C)n(-c4ccccc4)c3=O)c(=O)[nH]c2=O)c1,0%,5%,-11%,-4%[11.5 µM],-3%,-5%,2%,-8%,4,-9%,0%
Cc1ccc(S(=O)(=O)N2CN3CCN(C3)C2)cc1,1%,1%,-5%,0%,-1%,0%,1%,-1%,-134*,2%,5%
N#CC1=C(N)Oc2c(c(=O)oc3ccccc23)C1c1ccc([N+](=O)[O-])o1 (stereo not given),-6%,-1%,-16%,21%,-6%,3%,?,-4%,-3,1%,14%
CCOC(=O)C1(CCCc2ccccc2)CCN(C2CCCC2)CC1,-9%,-1%,-4%,2%,0%,-3%,-8%,-8%,-48,7%,23%
O=C1NC(=O)C(=Cc2ccc(OCCOc3ccc([N+](=O)[O-])cc3)cc2)C(=O)N1,-2%,?,9%,·,-5%,24%,7%,6%,2,-4%,?
O=c1c2ccccc2nc(/C=C/c2ccc(F)cc2)n1-c1ccccc1O,-1%,?,12%,0%,-4%,·,-19%,-11%,-2,?,4%
CCOc1ccc([N+](=O)[O-])cc1CNCCc1ccccc1,-3%,-2%,-4%,?,-5%,-1%,-5%,10%,2,1%,-16%
O=C(Nc1cccc(C(F)(F)F)c1)OC1CN2CCC1CC2 (stereo not given),-9%,-3%,12%,-2%,-5%,·,-1%,0%,-5,-15%,22%
COC(=O)C1=C(c2c(C)noc2C)C[C@@H]2CC[C@H]1N2C(=O)NCc1ccco1,-3%,3%,·,·,-1%,·,?,·,0,-8%,·
O=S(=O)(c1ccc(Cl)cc1)c1ccc(Cl)cc1,9%,-3%,16%&43%,·,0%,·,12%,3%&-12%,8,12%,·
CCCCn1c(O)c(C=NCCN2CCCCC2)c(=O)[nH]c1=O,4%,2%,-1%,-12%,-5%,-2%,2%,-7%,-7,1%,·
O=c1c2ccccc2ccc2ccc(P(=O)(O)O)cc12,-4%,3%,·,·,-2%,·,?,·,·,-6%,·
COC(=O)C1=C(c2ccccc2OCc2ccccc2)C[C@@H]2CC[C@H]1N2C(=O)NCCc1ccc(F)cc1,-4%,2%,·,·,-3%,·,21µM*,·,-48,8.9µM*,·
CCOP(=O)(OCC)c1nc(-c2cccc3ccccc23)oc1N1CCOCC1,0%,-1%,-6%,32%[activator],0%,4%,?,-8%,2,7%,?
Cc1cccc(OCCCn2c(=O)oc3ccccc32)c1,18%,?,24%,-8%,-2%,3%,?,-1%,3,3%,-27%
COC1=CC(=O)O[C@@H](/C=C/c2ccccc2)C1,-2%,-10%,-24%,·,15%,·,?,-1%,0,3%,·
CC(C)(C)c1csc(NC(=O)Nc2ccccc2)n1,1.8µM*,3.4µM*,?,-1%,4µM*,·,?,-8%,0,0%,52%[activator]

# The last 6 compounds of the section before are carried over, then new ones follow.
SMILES,Rab9 prom act,FLuc counter,RORgamma inh,MBNL1 CUG block,NPC1 promoter act,PKM2 act,ELG1 DNA repair,Gal4-VP16 FLuc,KCNH2 3.1 inh,Mito fusion act,Menin MLL FP TR
O=c1c2ccccc2ccc2ccc(P(=O)(O)O)cc12,-4%,3%,·,·,-2%,·,?,·,·,-6%,·
COC(=O)C1=C(c2ccccc2OCc2ccccc2)C[C@@H]2CC[C@H]1N2C(=O)NCCc1ccc(F)cc1,-4%,2%,·,·,-3%,·,21µM*,·,-48,8.9µM*,·
CCOP(=O)(OCC)c1nc(-c2cccc3ccccc23)oc1N1CCOCC1,0%,-1%,-6%,32%[activator],0%,4%,?,-8%,2,7%,?
Cc1cccc(OCCCn2c(=O)oc3ccccc32)c1,18%,?,24%,-8%,-2%,3%,?,-1%,3,3%,-27%
COC1=CC(=O)O[C@@H](/C=C/c2ccccc2)C1,-2%,-10%,-24%,·,15%,·,?,-1%,0,3%,·
CC(C)(C)c1csc(NC(=O)Nc2ccccc2)n1,1.8µM*,3.4µM*,?,-1%,4µM*,·,?,-8%,0,0%,52%[activator]
CCOP(=O)(OCC)C(O)c1ccccc1 (stereo not given),-2%,1%,-13%,-14%,-7%,0%,-8%,5%,-41,0%,·
CCc1c(C)nc(N)nc1N1N=C1SCCOc1ccccc1,-2%,-2%,14%,-1%,-8%,0%,12%,2%,21,-2%,6%
CCNCC(O)c1cccc(O)c1 (stereo not given),-7%,8%,3%,6%,-3%,6%,-12%,-2%,-15,-2%,6%
COC(=O)C(O)(c1ccc(NC(=O)NC2CCCCC2)cc1)C(F)(F)F (stereo not given),?,12µM*,?,-8%[11.5 µM],?,6%,?,3%,15,-16%,-16%
CCN1C[C@]2(C)CC[C@H](O)[C@]34C1[C@H](C[C@H]23)[C@@]1(O)C[C@H](OC)[C@H]2C[C@@H]4[C@@H]1C2O (stereo not given in full),1%,0%,·,·,-1%,·,9%,·,6,-2%,·
CCN1C(=O)N(CC)C(=O)C2(Cc3ccccc3N3CCN(c4ccccc4)CC32)C1=O (stereo not given),9%,?,39%,1%,-1%,3%,?,20%,-28,2%,·
O=C1OC(=O)C2C1[C@@H]1CC[C@H]2O1 (stereo not given in full),0%,1%,-2%,-40%,-5%,3%,?,-17%,2,7%,-9%
COc1ccc(C/C(=N\OC(C)=O)c2ccc(OC)cc2)cc1,15%,0.6µM*,10%,-2%,14%,-39%,?,-6%,-8,-4%,-12%
O=C1/C(=C/c2ccc(F)cc2)Oc2cc(OC(=O)N3CCOCC3)ccc21,22%,5.4µM*,20%,-8%,27%,3%,15%,?,1,-2%,·
COc1ccccc1N1C(=O)NC(=O)/C(=C\c2cnn(-c3ccccc3)c2)C1=O,-10%,?,21%,-1%,0%,29%,23%,-11%,7,-9%,?
Cc1cc(NC(=O)C(Cl)(Cl)Cl)no1,-3%,0%,-13%,·,-6%,0%,4%,4%,1,2%,·
CCOC(=O)C(=CNc1ccc(C(O)(C(=O)OCC)C(F)(F)F)cc1C)C(=O)OCC (stereo not given),0%,0%,51%,9%,-2%,8%,18µM*,2%,-8,16%,-16%
C=CCC1(CN2CCCCCC2=O)C(=O)NC(=O)NC1=O,·,7%,0%,4%,·,-3%,·,1%,3,11%,-17%
CC(C)CN(CC(C)C)C(=O)C1C2c3ccccc3C(c3ccccc32)C1C(=O)O (stereo not given),-5%,-4%,23%,-3%,-5%,-6%,6%,-8%,2,-4%,-3%
Cc1cc(=O)oc2cc3c(cc12)CCCN3,10%,?,-14%,49%[activator],8%,·,0%,11%,1,2%,8%
O=C(COC(=O)Cc1ccccc1)NNC(=O)c1ccc([N+](=O)[O-])cc1,-8%,-1%,·,·,-1%,·,18%,·,-37,-7%,·
ClC(Cl)(Cl)c1ccccc1,-7%,0%,10%&18%,·,-3%,·,-3%,0%&-2%,3,-2%,·
COC(=O)CC1=C(C(=O)OC)C2(C(=O)Nc3c(C)cccc32)C(C#N)=C(N)O1 (stereo not given),10%,-2%,-25%,0%,22%,-4%,-13%,?,2,-7%,1%
CC(C)(C)c1ccc(S(=O)(=O)N2CC3CC(C2)c2cccc(=O)n2C3)cc1 (stereo not given),-2%,2%,0%,-9%,-4%,-4%,-4%,1%,-3,-6%,-17%

# The list is partial; count on the stated rates, not on these rows.
